# Assay outcomes (PubChem BioAssay)
# p-CIP stab down – p/CIP-EGFP fusion destabilizers, primary screen, fluorescence, F442A cells; 16 h; decrease of EGFP signal, % at 10 µM; hit rate 0.01% among 290,000; AID 1984, 2009;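 active = EGFP signal decrease of at least 30% at 10 µM or well 3 SD below plate mean, unless failing retest; inactive = the rest, including hits failing retest or dose response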; also: some compounds called inactive have numbers as strong as hits; many of its hits are not listed in these tables
# CRFBP-R2 agonist – agonists of CRF-BP/CRF-R2 complex, primary screen, cell-based, HEK293, calcium dye fluorescence, uHTS | calcium dye fluorescence (FLIPR); percent of saturating CRF peptide response | activation, % at 13.2 µM | hit rate 0.46% among 350,000 | CRF-binding protein / CRF receptor 2 complex (human);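 active = activation of at least 50%, plus an integration ratio under a set limit after plate pattern correction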;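 also: plate controls were neutral control wells without compound for no effect and CRF at EC100 for full effect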
# PHOSPHO1 inh – PubChem AID 1565; Phosphoethanolamine/phosphocholine phosphatase (Homo sapiens), Q8TCT1; recombinant PHOSPHO1, absorbance phosphatase assay; inhibition, % at 13.3 µM; hit rate 1.1% among 290,000; in the data active = inhibition above about 60%
# IDE inh – human IDE inhibitors in live cells, primary screen, fluorescence polarization, HEK cells, FAbetaB substrate; Insulin-degrading enzyme (Homo sapiens), P14735; FAbetaB cleavage; inhibition, % at 5.59 µM; hit rate 0.41% among 320,000; AID 434962, 2010;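 active = percent inhibition above the average of all tested compounds plus 3 SD, set per screening campaign, cut at about 16% in these data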;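 also: IDE supplied by intact live HEK cells; FP after avidin binding of uncleaved biotin substrate so inhibition keeps polarization high; 0% = DMSO wells and 100% = 60 µM reference IDE inhibitor Ii1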
# Target sequence (P14735 whole entry, looked up): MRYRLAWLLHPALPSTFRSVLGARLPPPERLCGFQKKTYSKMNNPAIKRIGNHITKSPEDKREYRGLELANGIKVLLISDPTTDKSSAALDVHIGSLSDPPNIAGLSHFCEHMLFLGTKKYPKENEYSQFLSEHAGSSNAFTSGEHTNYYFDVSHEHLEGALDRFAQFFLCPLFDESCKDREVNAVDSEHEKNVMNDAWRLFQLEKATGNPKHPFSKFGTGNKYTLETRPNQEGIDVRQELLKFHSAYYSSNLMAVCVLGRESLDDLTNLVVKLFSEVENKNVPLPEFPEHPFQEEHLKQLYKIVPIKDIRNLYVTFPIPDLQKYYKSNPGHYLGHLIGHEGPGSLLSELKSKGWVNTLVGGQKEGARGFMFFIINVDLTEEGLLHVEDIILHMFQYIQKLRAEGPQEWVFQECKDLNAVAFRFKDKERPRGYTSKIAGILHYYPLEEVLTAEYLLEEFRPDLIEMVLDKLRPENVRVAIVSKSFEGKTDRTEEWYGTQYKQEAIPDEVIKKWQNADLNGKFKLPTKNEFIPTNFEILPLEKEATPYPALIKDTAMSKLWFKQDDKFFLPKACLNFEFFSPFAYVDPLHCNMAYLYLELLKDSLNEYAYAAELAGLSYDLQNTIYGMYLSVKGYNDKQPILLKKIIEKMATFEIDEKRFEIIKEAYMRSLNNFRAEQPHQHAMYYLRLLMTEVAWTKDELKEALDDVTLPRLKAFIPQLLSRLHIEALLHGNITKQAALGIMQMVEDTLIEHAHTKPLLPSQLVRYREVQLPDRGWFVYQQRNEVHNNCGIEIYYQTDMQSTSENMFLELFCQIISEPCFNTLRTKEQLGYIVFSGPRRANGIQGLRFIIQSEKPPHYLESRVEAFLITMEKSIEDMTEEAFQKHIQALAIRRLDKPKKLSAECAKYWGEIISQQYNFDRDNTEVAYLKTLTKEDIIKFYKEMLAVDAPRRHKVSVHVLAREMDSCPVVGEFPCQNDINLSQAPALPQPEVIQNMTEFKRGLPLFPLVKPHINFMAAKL
# CRFBP-R2 block – antagonists of CRF-BP/CRF-R2 complex, primary screen, cell-based, HEK293, calcium dye fluorescence, uHTS | inhibition, % at 11.8 µM | hit rate 0.59% among 350,000 | CRF-induced calcium fluorescence;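 active = inhibition of the ligand-induced calcium signal above about 50% at the single tested concentration, limit read from the data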
# IDE act – human IDE activators in live cells, primary screen, fluorescence polarization, HEK cells, FAbeta-B substrate. hit rate 0.073% among 340,000. Insulin-degrading enzyme (Homo sapiens), P14735. activation, % at 5.96 µM. FAbeta-B cleavage; 0% vehicle, 100% cell-free pure enzyme wells;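 active = activation above the mean of all tested compounds plus 3 SD, set per screening campaign, cut at about 17% in these data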
# MEKK3 PB1 HTS – modulators of MEKK3-MEK5 PB1 binding, primary screen, biochemical, wildtype MEKK3, multiplex bead flow cytometry, Alexa488-MEK5. hit rate 1.4% among 290,000. bead-based flow cytometry, Alexa488-MEK5 binding to MEKK3; actives lie on both sides; 0 = blocked by unlabeled MEK5, 100 = vehicle. binding response (% of control), % at 10 µM. AID 1529, 2009. Mitogen-activated protein kinase kinase kinase 3 (Homo sapiens), Q99759;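 active = binding response more than 3 SD above or below the average of its plate-row segment, actives on both sides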;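 also: Alexa488 bead fluorescence after subtracting the streptavidin-only scavenger bead signal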
# CHRM4 PAM – human M4 muscarinic receptor positive allosteric modulators, primary screen, CHO-K1 cells, Fluo-8 calcium fluorescence; hit rate 0.4% among 360,000; CHO-K1 hM4/Gqi5, ACh EC20; 0% = ACh EC20, 100% = maximal ACh; Muscarinic acetylcholine receptor M4 (Homo sapiens), P08173; activation, % at 3 µM;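 active = activation above its plate's cutoff, the mean activation of sample wells plus 3 SD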; also: some results filed as inactive read as strong as hits
# GalR3 antag – GalR3 antagonists in HEK293 cells, primary screen, cell-based, fluorescence readout. inhibition, % at 3 µM. AID 651719, 2012. Galanin receptor type 3 (Homo sapiens), O60755. HEK293 GalR3-CNG cAMP membrane potential fluorescence; galR3 body fused to GalR1 C-terminus. hit rate 0.44% among 360,000;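 active = inhibition above the screen-wide average plus 3 SD, cut at about 13% in these data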;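 also: forskolin and galanin both at EC90 stimulate the cells; cAMP rise reported by CNG channel membrane potential dye signal; 0% = forskolin plus galanin with DMSO and 100% = forskolin alone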
# The depositor's hits bear a star; / = not tested or not shown; [ ] = dose if it differs, or a comment. No enrichment for hits. About 4.2% of those tested had a hit in this group.
SMILES,p-CIP stab down,CRFBP-R2 agonist,PHOSPHO1 inh,IDE inh,CRFBP-R2 block,IDE act,MEKK3 PB1 HTS,CHRM4 PAM,GalR3 antag
C=CCc1ccc(OCC(O)CN2CCN(Cc3ccc(Cl)cc3)CC2)c(OC)c1 (configuration not stated),8,-0.7,-7,5,-8,1,98,-3,-8
COc1ccccc1N1CCN(C(=O)c2cccs2)CC1,5,-4.3,29,-2,7,1,101,-7,-10
Cc1ccc(/C=N/NC(=O)Cn2cncn2)cc1,17,-1.3,-3,4,5,/,97,5,-3
COc1ccc(C2(CNC(=O)c3ccc(OC)c([N+](=O)[O-])c3)CCOCC2)cc1OC,-5,-0.5,-8,0,-2,-1,101,16,1
O=C(Cn1ncc(Cl)c(Cl)c1=O)NC(=O)NC1CCCCC1,/,0.9,/,-2,1,6,/,1,-3
CCCCCC(=O)Nc1cccc(-c2nc3ncccc3o2)c1,-8,2.2,30,4,-56,4,97,13,-7
CC(=O)/C(=N\Nc1ccc(Cl)cc1Cl)Sc1nnc(-c2ccccc2)n1-c1ccccc1,-11,-1.9,-1,0,7,3,99,-3,-10
CCN(CC)S(=O)(=O)c1ccc(OCC(=O)NCc2ccccc2)cc1,6,-0.6,14,-4,-4,1,27*[inhibitor],-1,-9
Cc1cc(C)c(S(=O)(=O)N2CCN(C3CC(=O)N(c4ccccc4Cl)C3=O)CC2)c(C)c1 (configuration not stated),/,7.0,/,0,-27,5,/,-3,-6
O=S1(=O)CC(c2ccccc2)=NN=C(c2ccccc2)C1,/,-2.8,/,/,6,/,/,-7,-2
CCCNC(=O)c1ccc2c(c1)C1C3CCC(C3)C1C(c1ccccc1)N2 (configuration not stated),-11,1.7,-6,3,7,1,78,-8,-3
CCOc1cc(C=NNC(=O)CCCC(=O)NN=Cc2ccc(O)c(OCC)c2)ccc1O,/,-2.1,/,/,-3,-1,/,4,-6
O=C1Cc2cc(O)ccc2O1,/,3.4,/,/,9,-4,/,2,-6
COc1ccc(N2C(=O)C3NN=C(C(=O)OCc4ccccc4)C3C2=O)cc1 (configuration not stated),-17,-0.6,37,-5,-6,3,99,-2,3
O=C(COC(=O)c1cc([N+](=O)[O-])ccc1Cl)NCCc1ccccc1,/,0.2,/,0,0,0,/,4,-6
Cc1ccc(CNS(=O)(=O)c2c(C(=O)N3CCCCCC3)c(C)n(C)c2C)cc1,4,0.1,32,-1,1,6,100,-4,3
C=CCNCC(O)COc1ccc(C(C)=O)cc1OC (configuration not stated),2,-1.8,36,5,-6,6,82,10,-8
CCN(CC)S(=O)(=O)c1ccc(Cl)c(NC(=O)COC(=O)C2CCCCC2)c1,/,2.3,/,-2,0,0,/,-2,-6
CCOC(=O)CSC(C)C(=O)Nc1nnc(C(C)C)s1 (configuration not stated),-12,-1.5,-8,-2,0,-2,104,10,/
CC(=O)Nc1ccc(NC(=O)C2CCCN2C(=O)NC2CCCCC2)cc1 (configuration not stated),-17,-0.1,26,3,5,-1,102,2,-9
CC(C)[C@H](NC(=O)OC(C)(C)C)c1nnc(SCC(=O)Nc2ccc(Br)cc2)o1,-11,-0.4,-7,1,-6,1,94,-3,-9
N#CCC(=O)Nc1ccc(C(=O)OC(C(=O)Nc2ccc([N+](=O)[O-])cc2Br)c2ccccc2)cc1 (configuration not stated),/,1.8,/,/,-5,-1,/,14,-4
Cc1c(C)c2cccnc2c2ncccc12,/,1.2,/,5,-4,0,/,13,/
Cc1[nH]c(=O)c(Cc2ccccc2)c(O)c1C#N,/,-0.1,/,1,-6,4,/,4,-5
CCN(CC(=O)Nc1cc(Cl)ccc1C)CC(=O)NC1CC1,/,-0.2,/,/,-8,/,/,7,-3
C=CCNC(=O)CN(c1ccccc1OCC)S(=O)(=O)c1ccc(C)cc1,-18,0.1,-6,5,-23,6,121,4,-4
COc1ccc(C(CC(=O)O)NS(=O)(=O)c2ccc(C)cc2)cc1 (configuration not stated),0,0.2,17,4,8,6,91,2,-6
Cc1cccc2sc(NC(=O)[C@H](C)N3C(=O)C4CC=CCC4C3=O)nc12 (some centres not stated),-20,-2.9,-8,0,-26,7,94,-12,-6
Cc1ccc(C2NC(c3ccc(C)cc3)C(C)C(=O)C2C)cc1 (configuration not stated),-11,-5.3,20,4,37,1,88,-2,-3
CC(NC(=O)C1CCN(c2nnc(N3CCCC3=O)s2)CC1)c1ccccc1 (configuration not stated),-2,14,33,7,-30,-2,101,-2,/
COc1ccccc1CNC(=O)CCCn1c(=O)c2ccccc2n(CC(=O)NC2CCCC2)c1=O,-4,-2.6,20,-3,33,3,102,2,-2
CCCC(C)NC(=O)c1sc2nc3n(c(=O)c2c1C)CCC3 (configuration not stated),-17,-0.7,48,1,21,5,100,-2,-7
CCc1ccc(OCC(=O)NNC(=O)c2cc3ccccc3o2)cc1,-6,2.4,40,2,3,0,107,7,-3
CSc1nc2ccc(NC(=O)c3c(-c4ccccc4)noc3C)cc2s1,-6,-0.6,36,3,-4,5,93,-16,-7
O=S(=O)(Nc1ccc(-c2nc3cccnc3s2)cc1)c1ccccc1F,-11,0.6,28,-6,-14,11,95,5,-8
CCOC(=O)C1=C(C)Nc2ccccc2N=C1N,8,-1.2,32,0,7,4,100,4,-4
O=S1(=O)CCN2N=C(C34CC5CC(CC(C5)C3)C4)SC2=N1,-5,0.9,1,-3,6,5,102,-1,7
CCOc1ccc2c(c1)sc1nc(C(=O)OC)cc(=O)n12,/,-1.5,/,-5,10,3,104,13,-4
COc1cc(/C=C2\SC(=N)N(c3ccc4c(c3)OCO4)C2=O)cc(OC)c1O,-10,38,-3,81*,-6,-58,98,5,0
CC(C)(C)NC(=O)CSc1nncn1NCc1cccc2ccccc12,-6,0.8,10,8,-19,0,95,0,-4
Cc1noc(C)c1CSc1ccccc1C(=O)N(C)CC(=O)Nc1cccc(F)c1,/,0.4,/,1,-2,-2,/,-1,-2
COc1ccc(CCNC(=O)c2cc(-c3ccco3)on2)cc1OC,11,-1.7,2,-1,5,7,102,-10,-6
Cc1ccc(-c2[nH]ncc2C(=O)c2cccc(F)c2)c(O)c1,-6,-3.6,20,4,26,-3,99,-4,-10
CC(OC(=O)c1n[nH]c2ccccc12)C(=O)NC1CCCCC1C (configuration not stated),/,-3.7,/,-3,22,5,/,13,-5
COc1ccc(C=NNc2nc3ccccc3s2)cc1,/,2.7,/,/,-17,7,/,3,-5
CCS(=O)(=O)C(C)(CCl)C(=O)Nc1ccc(C(=O)OC)cc1 (configuration not stated),-12,-1.6,20,4,6,8,95,-3,-1
Cc1ccc(C(=O)NC(=S)N2CCN(c3cc(C)ccc3C)CC2)cc1,-30,-2.1,32,0,-2,-6,101,8,-5
O=C(COC(=O)CCC(=O)c1cccs1)Nc1ccccc1[N+](=O)[O-],4,-2.8,-2,-7,0,3,76,7,-7
CC(C)C[C@H]1CNC(=O)C(=O)N1CC1CCN(CC2CCC(C(C)(C)C)CC2)CC1 (some centres not stated),/,0.9,/,/,-16,2,/,-10,-2
Cc1ccc(S(=O)(=O)N2CCC(C(=O)Nc3ncccc3O)CC2)cc1,/,-1.2,/,-4,10,-1,/,3,-3
# Other entries follow.
SMILES,p-CIP stab down,CRFBP-R2 agonist,PHOSPHO1 inh,IDE inh,CRFBP-R2 block,IDE act,MEKK3 PB1 HTS,CHRM4 PAM,GalR3 antag
C=CCn1c(SCC(=O)Nc2cccc3ccccc23)nnc1-c1cnccn1,-8,3.6,29,1,-38,3,100,4,-4
C=CCC(C(=O)Oc1c(C(C)(C)C)cc(C)cc1C(C)(C)C)c1ccccc1 (configuration not stated),/,0.4,/,4,0,0,/,2,-5
Cc1ccc(NC(=O)c2ccccc2-c2cc(C)no2)cc1,1,0.8,-1,3,-1,2,108,4,3
O=C(C1CCCN(Cc2ccccc2)C1)N1CCc2ccccc2C1 (configuration not stated),1,-0.8,22,3,-17,-6,100,3,-1
CCN(C(=O)CSc1nnnn1C)C1CCS(=O)(=O)C1 (configuration not stated),/,-0.4,/,/,0,0,/,2,3
COc1ccc(C2=CC(c3sccc3C)n3nnnc3N2)cc1 (configuration not stated),-2,-2.0,40,3,-5,-2,106,8,-6
O=C1CC(c2ccccc2)n2nc(NC(=O)c3ccccc3)nc2N1 (configuration not stated),9,-1.1,21,-9,-5,2,99,3,-5
CCOc1ccccc1CN1CCCC(C(=O)c2ccc(OC)c(OC)c2)C1 (configuration not stated),-2,-1.0,14,7,35,3,101,-8,-8
COc1ccc(CNC(=O)CS(=O)CC(=O)O)cc1OC (configuration not stated),-6,-2.4,-12,3,-25,2,99,-2,-5
Cc1ccccc1OCC(=O)NCCN(C)C,14,-0.2,-2,1,0,1,100,13,0
COc1cccc(Nc2ncc(C(=O)O)c3ccccc23)c1,7,-1.5,3,3,-2,5,96,7,-2
FC(F)(F)c1ccccc1NC(=S)N1CCCCCC1,-11,1.3,47,/,-6,8,97,-7,-2
Cc1ccc(S(=O)(=O)/N=C(/Nc2c(C)cccc2C)c2ccccc2)cc1,/,-2.2,/,1,-37,-3,/,8,-3
CCOC(=O)c1c(NC(=O)CN2CCOCC2)sc2c1CC(C)(C)OC2,-1,0.8,6,4,-1,3,3.0*[inhibitor],7,-1
Cc1ccc(N(CC(=O)Nc2ccc(C)cc2C)S(=O)(=O)N2CCCC2)cc1,-2,2.8,0,3,-17,8,103,6,-4
CCn1cc(C2=NOC(C(=O)Nc3ccccc3C(=O)OC)C2)c(C)n1 (configuration not stated),1,-5.3,14,-2,52*,7,106,10,/
COc1ccc(NS(=O)(=O)c2cc3c4c(c2)CCN4C(=O)CC3)cc1OC,/,1.7,/,3,-4,1,/,9,/
CCOc1ccc(S(=O)(=O)N2CCC(C(=O)Nc3cc(S(C)(=O)=O)ccc3Cl)CC2)cc1,/,2.8,/,1,-4,0,/,4,-4
O=C(COC(=O)CC1CC2CCC1C2)NCc1ccc(F)cc1 (configuration not stated),/,-0.5,/,5,0,3,/,-1,-6
Cc1ccc(C(=O)OCC(=O)Nc2ccccc2C(F)(F)F)cc1S(=O)(=O)N1CCCCC1,/,-0.1,/,/,1,0,/,-10,-3
CCOc1ccc(C(=O)C2CCN(CC(=O)Nc3nccs3)CC2)cc1,-7,0.1,35,-6,-4,-2,103,2,-9
C=CC(C)(C)O[C@@H]1O[C@H](CO)[C@@H](O)[C@H](O)[C@H]1O,/,-1.9,/,10,6,-1,/,8,-4
O=C(Cc1ccc([N+](=O)[O-])cc1)Nc1cc(C(F)(F)F)cc(C(F)(F)F)c1,-21,-1.7,21,1,15,2,90,-10,-4
